Screening results from PubChem BioAssay.
CatS block = inhibitors of human cathepsin S, biochemical, compound mixtures | P25774 | recombinant cathepsin S, AMC dipeptide fluorescence, pooled mixtures | inhibition, %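 (tested at 5 µM per compound within 10-compound mixtures)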 | 62,000 tested, 0.06% active | AID 501, 2006; in the data active = inhibition above about 32%, passing the limit was not always enough;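 also: 0% = enzyme without compound and 100% = blank without enzyme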
Target sequence (P25774 115-331 limits assumed): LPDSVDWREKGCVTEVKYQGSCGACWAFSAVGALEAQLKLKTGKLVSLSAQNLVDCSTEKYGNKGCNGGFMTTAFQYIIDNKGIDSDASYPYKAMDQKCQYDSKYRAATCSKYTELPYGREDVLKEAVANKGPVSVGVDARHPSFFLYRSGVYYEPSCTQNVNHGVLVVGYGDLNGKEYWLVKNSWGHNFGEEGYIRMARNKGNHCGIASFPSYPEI
AP complement = alternative complement pathway inhibitors, primary screen, biochemical, ELISA, human serum, orthogonally pooled compounds | AID 1235, 2008 | LPS-coated ELISA, C3 deposition; tested in compound mixtures | 62,000 tested, 0.08% active | inhibition, % at 5 µM;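 active = inhibition above 30% in each of the two pooled mixtures holding the compound, so the lower value exceeds 30%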;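 also: 0% = serum in Mg-EGTA without compound and 100% = EDTA serum blank; some compounds past the cut are filed as inactive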
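Test system – human serum alternative complement pathway, C3 deposition on LPS-coated wells · Buffer or medium – diluted human serum in Mg2+-EGTA GVB++ · Compound dosing – 5 µM each compound, pools of ten, 50 µM per pool · Schedule – 1 h serum-compound exposure at 37 °C · Measured by – Anti-C3 ELISA, OD 450 nm · Read-out basis – percent inhibition of C3 deposition onto LPS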
CatB block = human cathepsin B inhibitors, primary screen, biochemical, fluorogenic substrate; P07858; purified cathepsin B, fluorescence; inhibition, %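 (tested at 10 µM)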; 63,000 tested, 0.1% active; AID 453, 2006; in the data active = inhibition above about 21%;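 also: 0% = enzyme with no compound and 100% = no enzyme blank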
FXIa inh mix = FXIa protease inhibitors in compound pools, primary screen, biochemical, 10-compound mixtures; purified FXIa, fluorogenic substrate, pooled mixtures; inhibition, % at 5 µM; 62,000 tested, 0.19% active; AID 680, 2007;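 also: each value is inhibition by a whole ten-compound pool holding the compound; 0% = enzyme with no mixture and 100% = wells lacking enzyme; strong numbers were not always called active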
CatL inh = inhibitors of human cathepsin L, biochemical; Procathepsin L (Homo sapiens), P07711; purified cathepsin L, fluorogenic substrate, fluorescence; inhibition, %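 (tested at 10 µM)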; 58,000 tested, 0.17% active; in the data active = inhibition above about 45%;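 also: 0% = enzyme with no compound and 100% = no enzyme blank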
Target sequence (P07711 114-288 limits assumed): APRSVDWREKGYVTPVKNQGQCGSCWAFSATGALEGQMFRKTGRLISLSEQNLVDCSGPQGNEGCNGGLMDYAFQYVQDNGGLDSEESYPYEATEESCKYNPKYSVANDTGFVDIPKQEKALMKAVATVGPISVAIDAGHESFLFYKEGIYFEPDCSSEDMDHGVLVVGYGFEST
Target sequence (P07711 292-333 limits assumed): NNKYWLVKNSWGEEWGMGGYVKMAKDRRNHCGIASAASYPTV
Cathepsin G inh = human cathepsin G inhibitors, primary screen, biochemical, pooled compound mixtures, AMC fluorescence | P08311 | purified enzyme, AMC-tetrapeptide fluorescence | inhibition, % at 5 µM (by protocol) | 62,000 tested, 0.2% active | AID 581, 2007;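 active = inhibition above 20% in each of the two mixture wells holding the compound; inactive = inhibition of 20% or less in either well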;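 also: 0% = enzyme control without mixture and 100% = blank lacking enzyme; strong numbers were not always called active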
Target sequence (P08311 21-244 limits assumed): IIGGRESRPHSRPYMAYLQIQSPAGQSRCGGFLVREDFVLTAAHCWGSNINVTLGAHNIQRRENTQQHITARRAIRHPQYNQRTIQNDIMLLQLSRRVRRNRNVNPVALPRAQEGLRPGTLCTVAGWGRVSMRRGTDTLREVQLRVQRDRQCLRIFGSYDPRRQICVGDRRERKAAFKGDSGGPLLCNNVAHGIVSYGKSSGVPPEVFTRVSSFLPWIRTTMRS
C1s inh = complement C1s protease inhibitors, primary screen, biochemical, 10-compound mixtures; purified C1s, fluorogenic AMC substrate, pooled mixtures; mean inhibition % of two 10-compound mixtures (active compounds read high), % at 5 µM (by protocol); 62,000 tested, 0.16% active; AID 538, 2006;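 active = inhibition above 20% in each of the two 10-compound mixture wells holding the compound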;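 also: 0% = enzyme wells lacking compound mixture and 100% = no-enzyme blank wells; some compounds called inactive have numbers as strong as hits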
FXIIa inh mix = human factor XIIa inhibitors, primary screen, biochemical, pooled compound mixtures, fluorogenic substrate. 62,000 tested, 0.2% active. purified FXIIa. inhibition, % at 5 µM. Coagulation factor XII (Homo sapiens), P00748;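 also: 0% = enzyme without compound and 100% = no enzyme blank; some results filed as inactive read as strong as hits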
CatB mixtures = cathepsin B inhibitors from pooled compounds, primary screen, biochemical, compound mixtures, AMC fluorescence; P07858; Purified cathepsin B, AMC dipeptide fluorescence; inhibition, %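 (ten-compound pools at 5 µM per compound and 50 µM total)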; 62,000 tested, 0.06% active; AID 488, 2006; in the data active = inhibition above about 22%, passing the limit was not always enough;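 also: 0% = enzyme without compound and 100% = no enzyme blank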
Numbers without * were called inactive; · = no result given. Rule as the data show it, unless noted: active = inhibition above about 20% (passing the limit was not always enough); inactive = the rest.

FXIa inh mix	C1s inh	CatB block	FXIIa inh mix	CatB mixtures	CatL inh	CatS block	Cathepsin G inh	AP complement	compound
-3.1	7.1	-0.7	-15.1	2.6	·	3.4	7.5	15.5	O=S(=O)(NCC(c1cccnc1)N1CCN(c2ccc(F)cc2)CC1)c1ccc(F)cc1 (centres undefined)
-2.1	-13.7	2.7	-3.5	0.1	5.8	-0.3	6.9	6.2	CCc1ccc2oc(=O)cc(CN3CCN(CCO)CC3)c2c1
9.0	-3.0	1.6	3.4	4.0	·	10.8	1.6	13.1	CCSc1nnc(NC(=O)CSc2nc(CC)nc3c2c(=O)n(C)c(=O)n3C)s1
3.1	5.2	-1.3	-2.9	2.1	4.4	5.6	-0.2	-8.0	COc1ccc(NC(=O)c2cc(=O)c3ccccc3o2)cn1
9.0	-0.2	-4.1	-11.2	-0.8	4.6	-5.5	-1.4	21.8	CCCCCc1c(C)nc(N2CCc3ccccc32)[nH]c1=O
-3.3	-6.5	1.9	6.9	6.5	7.3	3.0	0.8	4.1	COC(=O)CNC(=O)Cn1cnc2sc(C)c(S(=O)(=O)N3CCC(C)CC3)c2c1=O
5.7	15.9	-2.0	6.7	-0.1	-5.3	2.1	10.7	3.4	O=C(NC1CCC(NC(=O)C(F)(F)C(F)F)CC1)C(F)(F)C(F)F (centres undefined)
-0.1	-0.8	1.3	19.1	4.6	4.5	10.7	-0.7	-2.7	CCC(C)NC(=O)C1c2cc(OC)c(OC)cc2C(=O)N(C)C1c1ccc(OC)cc1 (centres undefined)
2.3	-4.2	-2.6	10.3	0.2	·	-1.0	-2.3	6.2	CSc1ccccc1-n1nnnc1SCc1ccccc1
11.0	5.1	-1.4	6.2	-1.8	-19.3	-2.1	4.1	13.8	Cc1cc(C(=O)NCCC2=CCCCC2)no1
-2.8	-2.9	2.9	-0.9	0.2	-2.7	-3.5	5.0	24.6	COc1ccc(S(=O)(=O)NCCC(=O)NCc2ccc(F)cc2)cc1
17.5	-2.9	-2.3	6.2	-0.1	3.1	9.5	5.9	2.8	COc1ccc2c(C(=O)CN(C)C3CCCCC3)c[nH]c2c1
-2.2	-3.9	2.5	4.0	2.9	6.5	-2.0	7.1	10.7	O=C(Nc1ccccc1)C1=C(N2CCOCC2)/C(=C/c2cccnc2)CC1
1.1	-36.1	3.7	-0.2	3.1	-2.5	-4.1	0.3	16.3	CCCCOc1ccccc1Cn1c(=O)oc2ccccc21
2.7	-14.5	-1.8	1.8	10.6	3.1	8.1	3.1	7.5	COc1ccc(S(=O)(=O)Nc2ccc3c(c2)OCO3)cc1Cl
8.4	1.6	2.0	4.5	7.2	8.2	4.8	1.3	5.0	CC1CC(C)CN(CCCNC(=O)c2ccc(CS(=O)(=O)Cc3ccccc3F)o2)C1 (centres undefined)
-25.6	-64.2	3.2	4.3	-6.9	1.6	-15.7	-26.9	11.8	CC(=O)c1cccc(NC(=O)N2C3CCC2CC(O)(c2cccnc2)C3)c1 (centres undefined)
2.4	9.8	3.5	0.2	4.4	8.0	2.2	10.7	5.4	CCOCCCNC(=O)C(Cc1ccccc1)NC(=O)c1ccco1 (centres undefined)
12.3	5.2	3.1	3.0	1.7	-1.3	4.5	4.1	16.7	Clc1ccccc1Nc1c2c(nc3ncnn13)CCC2
1.6	14.8	1.2	5.5	-1.8	·	1.8	10.5	6.9	CC(=O)N1CCN=C1SCc1ccccc1
2.5	-8.7	6.3	-16.7	-0.2	25.2	15.2	0.3	-9.5	CCOC(=O)c1cc(NC(=O)c2cnccn2)cc(C(=O)OCC)c1
5.4	-1.0	-3.3	-7.5	0.7	9.6	-0.8	6.8	15.1	CCN1CCN(Cc2ccc(NC(=O)CC3Oc4ccc(C)cc4NC3=O)cc2)CC1 (centres undefined)
-0.5	-27.8	0.6	-17.3	-1.2	·	-7.6	-6.6	-3.7	COc1ccccc1N1CCN(C(=O)c2sc3nc(-c4ccc(F)cc4)cn3c2C)CC1
1.9	11.6	0.8	6.0	2.4	9.1	14.7	11.6	6.2	CC(C)COC(=O)C1C2C=CC3(CN(C(C)c4ccc(Br)cc4)C(=O)C13)O2 (centres undefined)
7.0	7.6	1.7	0.9	6.9	9.3	11.9	12.0	4.0	O=C(CN1C(=O)CC(c2ccccc2)=Nc2ccccc21)NCc1ccco1
-0.5	1.7	0.1	1.6	2.5	-3.6	3.2	2.2	-9.4	Nc1nonc1/C(=N/O)N1CCCC1
1.9	-20.1	1.9	7.2	-3.8	·	-3.3	-10.8	-9.6	O=C1CCc2cc(S(=O)(=O)NC(Cc3ccccc3)C(=O)NCC3CCCO3)ccc2N1 (centres undefined)
3.3	0.6	0.8	-16.0	0.0	-2.3	-4.6	-5.2	-3.2	Cc1cc(C)n(CC(O)COCc2ccco2)n1 (centres undefined)
10.9	-0.8	2.1	3.6	0.1	-6.2	0.8	7.2	7.9	CCCOc1ccccc1C1CC(=O)NC(C)=C1C(=O)OCC(C)C (centres undefined)
-6.9	-10.2	3.2	4.4	2.8	-0.5	5.2	-2.7	1.2	O=C1N=C(N2CCOCC2)CS1

Random excerpt: 3 entries already listed, in no set order.
FXIa inh mix	C1s inh	CatB block	FXIIa inh mix	CatB mixtures	CatL inh	CatS block	Cathepsin G inh	AP complement	compound
17.5	-2.9	-2.3	6.2	-0.1	3.1	9.5	5.9	2.8	COc1ccc2c(C(=O)CN(C)C3CCCCC3)c[nH]c2c1
1.1	-36.1	3.7	-0.2	3.1	-2.5	-4.1	0.3	16.3	CCCCOc1ccccc1Cn1c(=O)oc2ccccc21
10.9	-0.8	2.1	3.6	0.1	-6.2	0.8	7.2	7.9	CCCOc1ccccc1C1CC(=O)NC(C)=C1C(=O)OCC(C)C (centres undefined)

Later entries.
FXIa inh mix	C1s inh	CatB block	FXIIa inh mix	CatB mixtures	CatL inh	CatS block	Cathepsin G inh	AP complement	compound
2.5	16.0	5.4	6.4	3.4	16.3	2.8	10.6	5.0	COc1ccc(NC(=O)CSc2nc3ccccc3c(=O)n2-c2ccc3c(c2)OCO3)c(OC)c1
-1.1	-5.6	1.1	6.6	-1.7	17.6	9.9	-15.7	0.6	COc1ccc(N(CC(=O)Nc2ccc3c(c2)OCCO3)S(=O)(=O)c2cccnc2)cc1
6.1	5.7	6.6	3.6	-0.6	11.7	-3.2	8.3	7.4	CCC1CCCCN1Cc1ccc(CNS(=O)(=O)c2ccc3c(c2)oc(=O)n3C)o1 (centres undefined)
8.0	-2.7	0.8	2.0	2.2	-23.0	-10.5	5.4	20.3	CC1(C)CC(=O)c2cc(OCC(=O)NCCCN3CCN(c4ccc(F)cc4)CC3)ccc2O1
0.3	-1.8	7.2	-0.5	0.8	42.1	9.8	8.9	5.9	COc1ccc(-c2noc(CSc3nnc(CCc4ccccc4)n3-c3ccccc3)n2)cc1OC
0.7	36.7	2.2	3.9	2.3	13.3	0.2	10.0	-1.7	CCOc1ccc(N2C(=O)CC(SCCN)C2=O)cc1 (centres undefined)
28.4	39.0	0.5	-5.4	3.6	1.3	-2.0	23.7	59.1	CC(C)(C)c1cc(NC(=O)C2CCCO2)no1 (centres undefined)
6.2	17.5	10.8	-0.5	3.0	·	3.9	10.8	6.1	CCC(C(=O)OC)n1cnc2c(nnn2-c2cccc(Cl)c2)c1=O (centres undefined)
-31.4	-25.8	1.5	2.3	-3.5	2.5	-38.6	-31.0	-14.5	COc1cccc(-n2nnnc2SCC(=O)c2ccc(NC(C)=O)cc2)c1
6.5	4.3	0.3	10.2	-0.8	6.2	-4.3	6.3	-7.8	O=C(c1cnn2c(C(F)(F)F)cc(-c3ccc4c(c3)OCO4)nc12)N1CCCCC1
-5.6	-53.1	4.7	-17.8	3.6	·	0.7	-10.3	-9.3	CCCCOc1ccccc1C1C(C(=O)OC)=C(C)N(C)C(C)=C1C(=O)OC
2.1	-26.7	-4.0	-8.7	3.6	11.2	3.1	-3.5	12.3	Cc1nc(C)c2c(=O)cc(-c3ccccc3)[nH]c2n1
0.7	-13.0	-1.4	10.8	1.0	1.6	-1.9	-3.8	11.4	CN(C)CCNC(=O)COc1cccc(Cl)c1
-2.4	15.3	3.2	5.2	2.2	7.1	-3.3	4.4	1.5	Cc1ccc(C(=O)C2=C(O)C(=O)N(CCCN3CCOCC3)C23C(=O)N(C)c2ccccc23)o1 (centres undefined)
8.8	16.1	2.1	-18.4	3.6	·	-6.7	9.9	10.2	O=C(OCC(=O)N1CCN(C(=O)c2ccco2)CC1)c1ccccc1OCc1ccccc1
2.9	11.6	3.3	2.8	3.8	9.5	3.9	7.7	7.9	Cc1ccc(OCc2nnc(SCc3nc4ccccc4[nH]3)n2Cc2ccco2)cc1
0.5	-8.4	-1.5	2.2	-1.6	-6.2	-6.6	-12.1	-6.5	Cc1ccc(C)c(N2CCN(C(=O)Cn3cccc3)CC2)c1
4.6	-2.4	-3.0	2.9	-5.9	-3.5	7.7	2.2	14.0	O=C(Nc1nnc(-c2ccccc2Cl)o1)c1cccnc1
3.9	15.0	2.6	-4.7	-1.7	10.9	9.7	15.4	-9.0	CCCn1c(SCC(N)=O)nnc1-c1ccco1
10.2	-25.1	0.3	0.3	6.3	-2.5	8.8	-1.4	19.2	CC1CCCN(C(c2ccccc2)c2sc3ncnn3c2O)C1 (centres undefined)
1.2	9.6	-3.8	8.1	6.5	-3.8	1.1	11.2	4.6	CCOc1cc(C2C(C(=O)OC(C)C)=C(C)N=C3SCCC(=O)N32)ccc1OC(C)=O (centres undefined)
2.9	-1.0	-0.8	3.0	3.6	-6.0	-3.6	10.0	18.9	CC1(C)Cc2ccccc2-c2nnc(-c3cccc(O)c3)n21
2.3	-1.5	0.0	7.6	1.7	5.4	1.9	-0.2	-4.2	Cc1nc2ccc(NC(=O)N3CCOCC3)cc2s1

An excerpt, so the mix of outcomes need not match the whole.
